# Giardia kill – kills Giardia lamblia. Giardia lamblia trophozoite viability. activity change, % at 7.66 µM, hits read low. hit rate 0.15% among 340,000. AID 540267; in the data active = activity change below about -80%; inconclusive = between about -30% and that limit;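 note: parasites exposed to compound for two days anaerobically before the ATP read; % is set by controls: 0 for no effect and ±100 for the full control effect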
#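 Luminescent ATP signal served as the viability read-out, measured 15-30 min after adding ATP detection reagent to trophozoites that had been incubated with compounds for 48 hrs at 37 deg C anaerobically at 100 cells/well.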
# B2AR arrestin – beta2AR (human) beta-arrestin recruitment activity. P07550. beta-arrestin recruitment to beta2AR, cell-based reporter. Potency, µM (top dose mostly 46.1 µM), without a hit: top-dose activation, usual class: activators. hit rate 0.02% among 330,000;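 note: potency is the fitted concentration of half-maximal effect; 0% = DMSO controls and full agonism = EC100 isoproterenol or metaproterenol; nearly all actives have a fitted effect of over 65% in size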
# S-ASM inh – inhibitors of human secretory acid sphingomyelinase; P17405; placental ASM, HMU-PC fluorogenic substrate, 60 min; Potency, µM (doses to about 57.5 µM), for the others: at the highest dose activity change, negative = inhibition, hits mostly inhibitors; hit rate 0.006% among 340,000; AID 504937; note: potency is the fitted concentration of half-maximal effect
#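 Fluorogenic HMU-PC substrate (9 uM final) is turned over by placental ASM in 60 min at 37 C after a 10 min compound preincubation. Reaction ended by alkaline stop (pH 10), with fluorescence read at 386/447 nm.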
# PTAP TSG101 blk – blocks PTAP/TSG101 interaction to inhibit HIV-1 budding | Q99816 | Potency, µM (doses to about 115 µM), inactives show at the top dose activity change, negative = inhibition, actives largely listed as inhibitors | 340,000 tested, under 10 active | AID 493005 | Fluorescence polarization, FITC-PTAP peptide / Tsg101 binding; active = well fitted inhibition curve with a large enough effect in the main read-out, with a control signal flat, not every such curve was filed as active; inconclusive = small, poorly fitted or top-dose-only effect, or effect the other way, or a change in a side signal; inactive = no such curve, though single readings can be large or run the other way; note: potency is the fitted concentration of half-maximal effect; % of control where 0% means no effect
#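 Compounds were pin-transferred onto Tsg101 binding domain (10 uM final) in HEPES pH 7.5 buffer, then FITC-PTAP peptide was added at 50 nM final. After 20 min at RT, polarization reported peptide displacement across a qHTS concentration series.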
# Integrin act MD – integrin-mediated muscular dystrophy alleviation activation | AID 624291 | alpha7betagal myoblasts, beta-gal FDG fluorescence, 48 h | Potency, µM (highest dose often 38.3 µM), for the others: top-dose activation, actives largely listed as activators | hit rate 0.064% among 350,000;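 note: potency is the fitted concentration of half-maximal effect; 100% = response of the positive control SU9516; nearly all actives have a fitted effect of over 60% in size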
#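 Alpha7betagal+/- myoblasts (passage 13) were plated 16-24 hr, then exposed to compounds (1:260 dilution of DMSO stock) for 48 hours at 37C. After MPER lysis, β-galactosidase reporter activity was read as FDG fluorescence (ex 480/em 540) after 30 minutes.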
# PKM2 act – activators of human pyruvate kinase M2. hit rate 0.34% among 260,000. purified PKM2, Kinase-Glo ATP luminescence, activation; response scale: 0% is enzyme alone, no compound. AID 1631. Potency, µM (top dose mostly 57.5 µM), inactives show top-dose activation, actives largely listed as activators. P14618; note: potency is the fitted concentration of half-maximal effect; % is set by controls: 0 for no effect and ±100 for the full control effect; nearly all actives have a fitted effect of over 55% in size
#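 Purified hPK-M2 (>95%) run at intermediate activity with 0.1 mM ADP and 0.5 mM PEP in 50 mM imidazole pH 7.2, KCl, MgCl2; 1 h room temperature. ATP formed read by Kinase-Glo luminescence; normalized to uninhibited and no-enzyme controls.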
# Chronic BCR inh – chronic active BCR signaling inhibition; ABC-DLBCL IkBa-CBG/CBR reporter, luminescence ratio, 4 h; hit rate 0.05% among 340,000; Potency, µM (titrated, usually from 46.1 µM), for the others: top-dose ratio change, negative = lower green/red ratio, hits mostly inhibitors; active = well fitted inhibition curve with a large enough effect in the signal ratio, with a control signal flat, not every such curve was filed as active; inconclusive = small, poorly fitted or top-dose-only effect, or effect the other way, or a change in a side signal; the % refers to the signal ratio;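 note: potency is the fitted concentration of half-maximal effect; plate controls were basal doxycycline-induced cells for no effect and cells given 10 µM MG132 for full effect; MG132 reads +100%, hits lower the ratio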
#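 Cell line TMD8 (human ABC DLBCL), stably expressing tet-inducible CBG68-IkBa fusion and CBR; IMDM/0.5% FBS; cpd up to 46 uM; dox induction, 4 h, 37C/5% CO2; dual luminescence; green/red ratio; MG132 control.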
# Menin MLL FP TR – inhibitors of human menin-MLL interaction, mutant MLL peptide | Menin + Texas Red MLL mutant peptide, fluorescence polarization | Potency, µM (top dose mostly 61.6 µM), without a hit: top-dose FP activity change, negative = inhibition, most hits filed as inhibitors | hit rate 0.23% among 270,000 | AID 1768; active = well fitted inhibition curve with a large enough effect in the polarisation, with a control signal flat, not every such curve was filed as active; inconclusive = small, poorly fitted or top-dose-only effect, or effect the other way, or a change in a side signal; inactive = no such curve, though single readings can be large or run the other way; the % refers to the polarisation; note: potency is the fitted concentration of half-maximal effect; % of control where 0% means no effect; many of its hits are not listed in these tables
# Target sequence (O00255 whole entry, looked up): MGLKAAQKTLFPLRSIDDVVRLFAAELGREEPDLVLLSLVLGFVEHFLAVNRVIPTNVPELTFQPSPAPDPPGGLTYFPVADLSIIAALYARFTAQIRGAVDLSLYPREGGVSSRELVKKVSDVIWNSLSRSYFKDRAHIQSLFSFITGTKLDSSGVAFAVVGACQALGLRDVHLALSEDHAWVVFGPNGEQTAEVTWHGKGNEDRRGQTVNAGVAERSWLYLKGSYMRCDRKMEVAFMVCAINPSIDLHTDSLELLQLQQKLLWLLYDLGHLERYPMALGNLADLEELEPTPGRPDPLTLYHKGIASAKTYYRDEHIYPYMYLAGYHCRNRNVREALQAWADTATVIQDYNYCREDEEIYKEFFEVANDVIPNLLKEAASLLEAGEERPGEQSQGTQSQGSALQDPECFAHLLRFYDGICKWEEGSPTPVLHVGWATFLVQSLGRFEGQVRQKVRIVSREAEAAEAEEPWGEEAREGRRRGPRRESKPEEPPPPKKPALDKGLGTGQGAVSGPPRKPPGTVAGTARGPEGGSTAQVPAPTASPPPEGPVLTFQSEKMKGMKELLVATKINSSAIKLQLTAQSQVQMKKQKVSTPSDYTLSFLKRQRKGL
# GALK inh – inhibitors of human galactokinase. Potency, µM (doses to about 57.5 µM), inactives show at the highest dose activity change, negative = inhibition, actives largely listed as inhibitors. AID 1868. Purified GALK, Kinase-Glo residual ATP luminescence. hit rate 0.007% among 270,000. P51570; note: potency is the fitted concentration of half-maximal effect; % is set by controls: 0 for no effect and ±100 for the full control effect
# Target sequence (P51570 whole entry, looked up): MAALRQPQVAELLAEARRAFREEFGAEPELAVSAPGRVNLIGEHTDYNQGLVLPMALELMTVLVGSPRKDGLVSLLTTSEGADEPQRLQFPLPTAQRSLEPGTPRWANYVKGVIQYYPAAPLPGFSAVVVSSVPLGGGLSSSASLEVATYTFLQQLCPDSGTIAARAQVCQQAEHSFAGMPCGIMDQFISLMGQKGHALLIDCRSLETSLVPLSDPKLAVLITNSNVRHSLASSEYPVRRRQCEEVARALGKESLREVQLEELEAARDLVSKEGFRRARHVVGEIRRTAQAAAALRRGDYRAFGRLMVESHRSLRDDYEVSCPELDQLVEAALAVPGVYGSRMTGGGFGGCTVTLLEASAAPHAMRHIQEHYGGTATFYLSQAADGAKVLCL
#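 The enzyme phosphorylates galactose (100 uM) using ATP (35 uM); inhibition is detected as higher residual ATP, quantified by bioluminescence after 1 h reaction at room temperature, pH 8.0.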
# Tb PFK block – blocks T. brucei phosphofructokinase; O15648; T. brucei PFK, ADP-Glo luminescence; Potency, µM (top dose mostly 57.5 µM), for inactives: at the top dose activity, negative = inhibition, usual class: inhibitors; hit rate 0.17% among 330,000;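 note: potency is the fitted concentration of half-maximal effect; 0% = uninhibited 1x PFK enzyme wells and -100% = no-enzyme wells; nearly all actives have a fitted effect of over 60% in size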
#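 Luminescent ADP detection (ADP-Glo, two-step: ATP depletion then ADP-to-ATP conversion for luciferase) reported PFK activity after 45 min room-temperature reaction of 1.25 nM enzyme with 0.5 mM F6P and 0.1 mM ATP at pH 8.0.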
# FBPA coupling cs – coupling enzyme interference in Giardia aldolase counter-screen | coupling enzyme system counterscreen, AmpLite Red fluorescence | activity change, negative = inhibition, % at 58.2 µM, hits read low | hit rate 0.67% among 290,000 | AID 2472; in the data active = activity change below about -30%; note: % is set by controls: 0 for no effect and ±100 for the full control effect
#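 Counterscreen lacking aldolase: glyceraldehyde-3-phosphate coupling-enzyme reagent preincubated 10 min at RT with compound (at 57.5 uM final), then substrate/coupling system with AmpLite Red added; fluorescence read at 525/598 nm after 20 min RT.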
# * hit, by the source's call; ? = inconclusive; · = no result given; [ ] = remark or other dose. Unless noted, calls come from the whole dose curve; as a rule, active = well fitted curve in the direction sought with a large enough effect; inconclusive = small, poorly fitted or top-dose-only effect, or another doubt; inactive = no such curve, though single readings can be large; an effect the other way counts as inactive or inconclusive. An excerpt. The share of hits here may be higher or lower than overall.
item	smiles	Menin MLL FP TR	Giardia kill	Chronic BCR inh	B2AR arrestin	Tb PFK block	PTAP TSG101 blk	FBPA coupling cs	Integrin act MD	S-ASM inh	GALK inh	PKM2 act
1	O=C1c2ccccc2C(=O)N1c1cccc2cccnc12	-10%	1	?	-0.7%	2%	2%	4	25%	4%	1%	1%
2	O=C(CSc1nnc(CNC(=O)c2cccs2)o1)NCC1CCCO1 (stereo not drawn)	10%	9	7%	0.3%	-2%	-2%	5	-1%	5%	-3%	5%
3	CCCCc1ccc(NC(=O)CC(C)=O)cc1	3%	5	2%	0.0%	2%	-8%	0	-17%	0%	-1%	1%
4	COC(=O)CN(C)C(=O)CC1C(=O)NCCN1CC(C)(C)C (stereo not drawn)	-9%	33[activator]	0%	0.3%	1%	-3%	-16	?	12%	7%	-1%
5	O=C(CSCC(=O)Nc1nc(-c2ccc3c(c2)OCO3)cs1)Nc1nccs1	?	21	0%	-0.4%	2%	-1%	-3	21%	-13%	0%	-8%
6	O=C(NC1CC(=O)N(c2ccccc2)C1)C1CC1 (stereo not drawn)	·	17	0%	-0.3%	1%	-4%	·	1%	3%	·	·
7	Cc1ccc(-c2cn(S(=O)(=O)c3ccc(C)cc3)nc2N)cc1	?	7	-2%	-0.4%	3%	0%	3	14%[7.66 µM]	-1%	-2%	-1%
8	Cc1c(NC(=O)COC(=O)/C=C/c2ccc(Cl)cc2)c(=O)n(-c2ccccc2)n1C	-8%	1	-4%	0.2%	-5%	1%	2	4%	-1%	0%	-1%
9	COc1ccccc1-c1c(C)nn2c(C)c(C(C)=O)cnc12	-3%	29	?	-0.3%	0%	-1%	5	-11%	1%	0%	2%
10	O=C(Nc1nccs1)c1ccc(S(=O)(=O)NCC2CCCCC2)cc1	?	-1	?	-0.9%	1%	·	1	-36%	?	-6%	1%
11	Cc1nnc(SCC(=O)Nc2nonc2C)s1	-1%	-4	3%	-0.4%	-6%	-5%	7	0%	0%	-1%	·
12	O=C(Nc1ccccc1N1CCCC1)c1ccco1	1%	-11	-1%	-0.1%	-2%	-11%	-1	-1%	3%	2%	-2%
13	CC(C)C1CCC(C(=O)N[C@H](Cc2ccccc2)C(=O)O)CC1 (stereo partly drawn)	-18%	·	7%	-0.1%	-8%	·	17	·	·	5%	-1%
14	CCc1nnc(NC(=O)c2cccc(S(=O)(=O)N3CCN(c4ccccc4)CC3)c2)s1	-1%	-4	3%	-1.1%	1%	-3%	1	-1%	-2%	3%	?
15	O=C(c1nc2ccc(Cl)cn2c1CNCCn1ccnc1)N1CCCCCCC1	-18%	7	-1%	0.0%	2%	-6%	-1	-20%	4%	0%	0%
16	CC(=O)N1C(=O)C2(C(C#N)=C(N)Oc3c2c(C)nn3-c2ccccc2)c2ccccc21 (stereo not drawn)	13%	-21	12%	0.1%	-1%	-5%	-27	1%	-4%	1%	2%
17	Cc1csc(Nc2ccc(C(=O)O)cc2)n1	·	-19	?	0.0%	-2%	0%	2	9%	4%	·	-9%
18	Cc1cccc(C(C)C)c1NC(=O)C(C)OC(=O)Cn1cnc2c1c(=O)n(C)c(=O)n2C (stereo not drawn)	·	7	-2%	-2.0%	15%	-2%	·	5%	0%	·	·
19	COc1ccccc1NC(=O)NCCCCc1ccccc1	-2%	56[activator]	?	0.8%	2%	-3%	-1	5%	-1%	-1%	0%
20	O=C1NC[C@H](c2ccccc2)OC(=O)[C@H](Cc2ccc(F)cc2)C/C=C\C[C@H]1CC(=O)N(CCO)Cc1ccccc1	·	7	5%	-0.4%	-8%	0%	·	-43%[inhibitor]	-4%	·	·
21	CCOc1ccc(C(=O)Nc2ccc(N3CCN(C)CC3)cc2)cc1	?	-4	0%	-0.6%	2%	1%	0	19%	2%	3%	-1%
22	CCN(CC(=O)Nc1cc(Cl)ccc1C)C(=O)CCS(=O)(=O)c1ccc(Cl)cc1	·	13	2%	-0.1%	4%	-2%	·	-1%	-3%	-8%	-5%
23	Cc1nnc(SCC(=O)N2CCN(c3ccccc3)CC2)n1C1CC1	·	-10	4%	-0.2%	0%	-2%	·	-29%	-1%	·	·
24	COC(=O)c1ccc2c(=O)[nH]c(COC(=O)CCC(=O)c3ccc(Cl)cc3)nc2c1	·	-6	3%	-0.3%	10%	5%	·	12%	8%	·	·
25	CCN(CC(=O)Nc1cccc(S(=O)(=O)N2CCCC2)c1)CC(=O)Nc1ccccc1OC	-6%	27	-9%	-0.8%	4%	-2%	0	-12%	-1%	3%	-3%
26	O=C(Nc1nc(-c2ccccc2)c(C(=O)c2ccccc2)s1)c1ccc(S(=O)(=O)N2CCCCC2)cc1	?	-5	?	-0.6%	0%	-4%	5	26%	-3%	1%	-4%
27	Cc1ccc(/C=N/Nc2ccnc3cc(Cl)ccc23)c(C)c1	32%[activator]	-88*	?	-0.4%	-1%	0%	-3	-24%	255%[activator]	1%	-9%
28	O=C(Nc1ccc(C(=O)N2CCCC2)cc1)c1ccc(F)cc1Cl	-5%	-5	1%	0.1%	4%	0%	1	10%	1%	-3%	-1%
29	COc1ccc(C(C#N)=C2C=CC(=NO)C=C2)cc1	·	4	?	6.2%	-13%	?	1	?	-7%	-4%	?
30	CCCCN(CCCC)CC1OCc2ccccc2CO1	-1%	15	4%	-0.2%	0%	-2%	2	-25%	-1%	-1%	5%
31	Brc1ccc(/C=N/n2cnnc2)s1	·	5	0%	-0.6%	1%	-6%	-2	15%	0%	-4%	1%
32	Cc1nc2nc(SCC(=O)NCCCN3CCOCC3)nn2c(C)c1Cc1ccccc1	-18%	-8	-1%	0.1%	0%	-6%	4	-23%	0%	0%	1%
33	Cn1c(=O)c2c(nc(N3CCCC3)n2C)n(C)c1=O	10%	9	7%	-0.5%	-5%	-7%	-1	30%	1%	3%	·
34	O=C(O)C1(c2ccccc2)CCN(S(=O)(=O)c2cccc(Cl)c2)CC1	?	-11	6%	-0.3%	3%	2%	0	?	5%	-1%	-8%
35	Cc1ccsc1C(=O)OC(C)C(=O)NC1CCCCC1C (stereo not drawn)	·	0	5%	-0.5%	-1%	-1%	·	25%	·	·	·
36	O=c1c2ccccc2nc(SCc2cc(F)ccc2F)n1C1CCCC1	-20%	-8	2%	0.0%	-2%	·	1	13%	-7%	1%	0%
37	Cc1ccnc(NS(=O)(=O)c2cc([N+](=O)[O-])ccc2C)c1	-4%	3	6%	0.0%	0%	-5%	-3	8%	0%	-2%	0%

# Among those listed so far, these have a Cl atom.
item	smiles	Menin MLL FP TR	Giardia kill	Chronic BCR inh	B2AR arrestin	Tb PFK block	PTAP TSG101 blk	FBPA coupling cs	Integrin act MD	S-ASM inh	GALK inh	PKM2 act
8	Cc1c(NC(=O)COC(=O)/C=C/c2ccc(Cl)cc2)c(=O)n(-c2ccccc2)n1C	-8%	1	-4%	0.2%	-5%	1%	2	4%	-1%	0%	-1%
15	O=C(c1nc2ccc(Cl)cn2c1CNCCn1ccnc1)N1CCCCCCC1	-18%	7	-1%	0.0%	2%	-6%	-1	-20%	4%	0%	0%
22	CCN(CC(=O)Nc1cc(Cl)ccc1C)C(=O)CCS(=O)(=O)c1ccc(Cl)cc1	·	13	2%	-0.1%	4%	-2%	·	-1%	-3%	-8%	-5%
24	COC(=O)c1ccc2c(=O)[nH]c(COC(=O)CCC(=O)c3ccc(Cl)cc3)nc2c1	·	-6	3%	-0.3%	10%	5%	·	12%	8%	·	·
27	Cc1ccc(/C=N/Nc2ccnc3cc(Cl)ccc23)c(C)c1	32%[activator]	-88*	?	-0.4%	-1%	0%	-3	-24%	255%[activator]	1%	-9%
28	O=C(Nc1ccc(C(=O)N2CCCC2)cc1)c1ccc(F)cc1Cl	-5%	-5	1%	0.1%	4%	0%	1	10%	1%	-3%	-1%
34	O=C(O)C1(c2ccccc2)CCN(S(=O)(=O)c2cccc(Cl)c2)CC1	?	-11	6%	-0.3%	3%	2%	0	?	5%	-1%	-8%
